Assay outcomes: PubChem, PCMD
Yeast tox = Inhibits yeast growth, turbidity readout; S. cerevisiae wild-type growth, A595 turbidity, 16 h; growth inhibition, % at 25 µM (by protocol); hit rate 0.3% among 30,000; AID 685;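 active means mutant and wild-type yeast strains alike exhibit over 30% growth inhibition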;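 further: 0% = untreated cell controls and 100% = YPD media blanks without cells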
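system = S. cerevisiae wild-type or eIF2Bepsilon-R284H mutant strain | buffer or medium = YPD medium | dosing = one dose, 25 µM compound, 0.2% DMSO | schedule = 16 h at 30 °C | measured by = A595 turbidity | evaluation = growth inhibition (%) versus cell controls and blanks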
eIF2B yeast act = modulators of yeast eIF2B activity. hit rate 0.91% among 27,000. S. cerevisiae eIF2B-epsilon R284H, GCN4-lacZ luminescence. inhibition, % at 25 µM (by protocol);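 active means mutant luminescence inhibited past about 50% while wild type luminescence and mutant growth stay under set limits, limit read from the data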; further: some compounds called inactive have numbers as strong as hits
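Material: yeast eIF2B-epsilon R284H mutant carrying GCN4–beta-galactosidase fusion. Medium: YPD yeast growth medium. Incubation: 16 h growth with compound at 30 °C, 90 min Beta-Glo step. Signal: Beta-Glo luminescence plus absorbance at 595 nm. Evaluation: % inhibition of reporter signal and growth versus controls. Doses: 25 µM single dose.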
Yeast tox inhibition % = also measured in Yeast tox; calls as there; growth inhibition, %; S. cerevisiae eIF2Bepsilon-R284H mutant growth, A595 turbidity, 16 h;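 each compound tested once at 25 µM; 0% equals untreated cells and 100% equals cell-free medium blanks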
eIF2B yeast act mutant toxicity = recorded beside eIF2B yeast act, whose call it bears; growth inhibition, %; measured here: mutant yeast growth, toxicity;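 each compound tested once at 25 µM; zero equals untreated control growth and 100 equals blank medium absorbance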
An asterisk follows results filed as active; / = not tested or not shown.

SMILES	Yeast tox	Yeast tox inhibition %	eIF2B yeast act	eIF2B yeast act mutant toxicity
Cc1cc(=O)n2c3c(sc2n1)C(=O)N(Cc1ccccc1)C3=O	6	4	-9	4
O=C(Cn1cc(C(F)(F)F)ccc1=O)N1CCN(S(=O)(=O)c2ccc(Cl)cc2)CC1	1	21	15	21
CC(C)CCn1nnnc1C(c1ccc(F)cc1)N1CCC(C(N)=O)CC1 (stereo unspecified)	15	-10	23	-10
CCCC(=O)NCc1cc(-c2nn(C)c(=O)c3ccccc23)ccc1C	2	10	-2	10
COc1cc(C2CC(=O)NC3=C2C(=O)CC(C)(C)C3)cc(OC)c1O (stereo unspecified)	-5	-9	17	-9
O=C(Nc1ccc2oc(-c3ccc(F)cc3)nc2c1)c1ccccc1F	19	0	27	/
COC(=O)c1ccc2c(=O)n(CCCCCC(=O)N3CCN(c4ccccc4)CC3)c(=O)[nH]c2c1	0	4	17	4
C=CCn1c(NCc2ccc(N(C)C)cc2)nc2ccccc21	3	-4	/	/
COc1ccc(CCNC(=O)C2CCN(S(=O)(=O)N3CCCCCC3)CC2)cc1OC	-18	-19	-4	-19
CCn1c(SCC(=O)C(C)(C)C)nnc1-c1ccccc1OC	6	-12	23	-12
COC(=O)C1=C(C)N(c2ccc(Cl)c(Cl)c2)C(=O)C1	-1	5	27	5
O=C(CCC1N=C2c3ccccc3N=C(SCc3ccc(Cl)cc3)N2C1=O)NCc1ccco1 (stereo unspecified)	11	13	17	13
CCC(=O)Nc1ccc(-c2nnc(SCC(=O)N3CCCCC3)n2C)cc1	16	5	/	/
COC(=O)c1ccc(NC(=O)C23CC4CC(C2)CC(n2cnc(Cl)n2)(C4)C3)cc1	9	8	12	8
O=C(NCc1ccccn1)c1ccc(Br)s1	-27	-19	2	-19

Another view of part of the listing above:
The line under a structure holds: Yeast tox	Yeast tox inhibition %	eIF2B yeast act	eIF2B yeast act mutant toxicity
> COC(=O)c1ccc2c(=O)n(CCCCCC(=O)N3CCN(c4ccccc4)CC3)c(=O)[nH]c2c1
 : 0	4	17	4
> C=CCn1c(NCc2ccc(N(C)C)cc2)nc2ccccc21
 : 3	-4	/	/

Part of the list above, reduced to Yeast tox inhibition %, eIF2B yeast act mutant toxicity and eIF2B yeast act:
| SMILES | Yeast tox inhibition % | eIF2B yeast act mutant toxicity | eIF2B yeast act |
| --- | --- | --- | --- |
| Cc1cc(=O)n2c3c(sc2n1)C(=O)N(Cc1ccccc1)C3=O | 4 | 4 | -9 |
| O=C(Cn1cc(C(F)(F)F)ccc1=O)N1CCN(S(=O)(=O)c2ccc(Cl)cc2)CC1 | 21 | 21 | 15 |
| CC(C)CCn1nnnc1C(c1ccc(F)cc1)N1CCC(C(N)=O)CC1 (stereo unspecified) | -10 | -10 | 23 |
| CCCC(=O)NCc1cc(-c2nn(C)c(=O)c3ccccc23)ccc1C | 10 | 10 | -2 |
| COc1cc(C2CC(=O)NC3=C2C(=O)CC(C)(C)C3)cc(OC)c1O (stereo unspecified) | -9 | -9 | 17 |
| O=C(Nc1ccc2oc(-c3ccc(F)cc3)nc2c1)c1ccccc1F | 0 | / | 27 |
| COC(=O)c1ccc2c(=O)n(CCCCCC(=O)N3CCN(c4ccccc4)CC3)c(=O)[nH]c2c1 | 4 | 4 | 17 |

(continued)
SMILES	Yeast tox	Yeast tox inhibition %	eIF2B yeast act	eIF2B yeast act mutant toxicity
CCOc1ccc(S(=O)(=O)n2cc(-c3ccc(F)cc3)c(N)n2)cc1	25	15	6	15
CCOC(=O)CSc1nc2ccccc2c(=O)n1CCC(=O)NCCc1ccc(OC)c(OC)c1	21	13	19	13
O=C(O)COc1ccc(S(=O)(=O)c2ccc(OCC(=O)O)cc2)cc1	11	21	12	21
CC(C)n1c(SCC(N)=O)nc2c1c(=O)n(C)c(=O)n2C	/	/	8	/
CSc1nc(C)c2c(c1C#N)CCCC2	13	21	15	21
CN1CCN(C(=O)c2ccc3c(c2)NC(=O)C(C)(C)O3)CC1	5	0	-5	/
CCn1cc(C(=O)NCCCOC(C)C)c2cc(OC)c(OC)cc2c1=O	25	17	22	17
Cc1c(C=O)c2ccccc2n1CC(=O)N1CCc2ccccc2C1	2	2	18	2
O=C(NCc1ccccc1)c1ccc(Oc2ccc(C(=O)NCc3ccccc3)cc2)cc1	-20	-23	/	/
CCN1c2ccccc2-c2nc3ccccc3n2C1c1ccncc1 (stereo unspecified)	11	7	17	7
O=C(c1cn(-c2ccccc2)nc1-c1ccncc1)n1nnc2ccccc21	-22	-34	14	-34
COC(=O)c1ccc(CS(=O)(=O)c2ccc(C)cc2)cc1	21	8	/	/
O=S(=O)(/N=C(/Sc1ccccc1)c1ccccc1)c1ccccc1	13	16	28	16
CCOC(=O)c1ccc(NC(=O)Nc2ccc(OC)c(OC)c2)cc1	/	/	37	/
COC(=O)c1ccc(NC(=O)CN2CCN(c3cccc(Cl)c3)CC2)cc1	6	19	36	19
O=C(COc1ccc(Cl)cc1Cl)N1CCCC1	17	21	18	21
CCC(Cc1ccccc1)NC(=O)C1CCN(S(=O)(=O)c2c(C)noc2C)CC1 (stereo unspecified)	7	6	24	6
CC1Cc2ccccc2N1C(=O)CSc1nc2c(c(=O)n(C)c(=O)n2C)n1Cc1ccccc1 (stereo unspecified)	-13	0	14	/
CCN(CC)S(=O)(=O)c1ccc(S(=O)(=O)N2CCN(C(=O)c3ccco3)CC2)cc1	20	-16	-26	-16
O=C(c1csc2c1CCCC2)N1CCN(c2ncccn2)CC1	-7	-2	0	-2
Cc1n[nH]c(=O)nc1NC(C)c1ccccc1 (stereo unspecified)	2	19	/	/
Cc1cc(Br)ccc1NC(=O)CNC(=O)CN(C)Cc1nc2ccccc2c(=O)[nH]1	7	18	6	18
CSc1ccccc1NC(=O)CN(Cc1ccc(Cl)cc1)S(C)(=O)=O	16	-20	26	-20
COc1ccc(-c2noc(CCCc3ccccc3)n2)cc1OC	41	14	10	14
CCC(C)(C)N1CC(=O)N(Cc2ccccc2)C(c2ccc(OC)cc2)C1=O (stereo unspecified)	29	-2	-11	-2
O=C(OC(C(=O)NC1CCCC1)c1cccnc1)C1=Cc2ccccc2OC1 (stereo unspecified)	10	-5	8	-5
Cn1c(=O)c2c(-c3ccccc3)n(-n3cnnc3)cc2n(C)c1=O	0	18	5	18
N#Cc1c(SCC(N)=O)nc2c(c1-c1ccc(OCc3ccccc3)cc1)CCCC2	-29	-31	-1	-31
Cc1cc(Cl)c(S(=O)(=O)Nc2ccon2)cc1OCC(=O)NC1CCCCC1	14	-4	3	-4
O=C(COC(=O)c1ccc2ccccc2c1)Nc1ncc(C(F)(F)F)cc1Cl	21	2	/	/
Cc1ccc2nc(N3CCN(Cc4nnnn4C4CCCC4)CC3)c(C#N)cc2c1	-13	-8	/	/
Cc1nn(Cc2ccccc2Cl)c(C)c1NC(=O)c1noc2c1CCCCC2	-17	0	-32	/
O=C(C1CC(=O)N(c2ccccc2)C1)N1CCN(C2=NS(=O)(=O)c3ccccc32)CC1 (stereo unspecified)	8	-17	25	-17
c1ccc(N2CCN(CCc3nnc4n3CCCCC4)CC2)cc1	-1	12	-1	12
CCOc1ccc(S(=O)(=O)NCCSCc2ccco2)cc1	11	-3	/	/
Cc1ccc(N(CC(=O)N2CCOCC2)S(C)(=O)=O)cc1C	22	16	23	16
CCOC(=O)N1CCN(C(=O)c2ccc3c(c2)NC(=O)C(N2CCOCC2)S3)CC1 (stereo unspecified)	6	-2	7	-2
C=C(C)c1cccc(C(C)(C)NC(=O)N2CCC(C)CC2)c1	15	10	13	10
CCOC(=O)c1oc2c(CN3CCCCC3C)c(O)ccc2c(=O)c1-c1ccc(OC)c(OC)c1 (stereo unspecified)	6	8	-1	8
Cc1cccc(C(=O)NCCN(C)C)c1	9	16	14	16
Clc1cc(Cl)c2nc(N3CCOCC3)sc2c1	3	-9	22	-9
Cc1ccccc1Cn1nnc(C(=O)Nc2cccc(C)c2C)c1N	0	4	-9	4
CCOC(=O)c1cnc(-n2nc(C)cc2C)nc1NC1CCCCC1	6	9	7	9
CN(C1CCCCC1)S(=O)(=O)c1ccc(NC(=O)C2CCCCC2C(=O)O)cc1 (stereo unspecified)	-7	-15	/	/
COc1ccccc1-c1ccc(Nc2cccc(C(C)=O)c2)nn1	-3	0	7	/
CN1C(=O)CC(N2CCN(c3ncccn3)CC2)C1=O (stereo unspecified)	6	26	28	26
COC(=O)CC1=C(C(=O)OC)C(c2cccc(OCC(N)=O)c2)C(C#N)=C(N)O1 (stereo unspecified)	19	-8	26	-8
O=C(CSc1nnc2ccccn12)c1ccc2c(c1)OCCO2	7	0	27	/
Cn1cc(SCC(=O)Nc2nc3ccccc3s2)c2ccccc21	0	6	-4	6
COC(=O)c1cccc(NC(=O)c2ccc(S(=O)(=O)N3CCN(C)CC3)cc2)c1	1	0	59*	/
CCc1nnc(NC(=O)C2COc3ccccc3O2)s1 (stereo unspecified)	16	15	7	15
CC(C)n1c(SCC(=O)Nc2nc3ccccc3s2)nc2c1c(=O)n(C)c(=O)n2C	-6	0	19	/
CCN1CCN(c2nc3ccccc3nc2C(C#N)C(=O)OCc2ccccc2)CC1 (stereo unspecified)	-3	19	18	19
O=C(NCc1ccco1)c1cc2ccc(O)cc2oc1=O	2	38	42	38
CCc1c(C)sc(NC(=O)OC)c1C(=O)N1CCOCC1	-8	4	11	4
CCC(C)c1ccc(OCC(=O)O)cc1 (stereo unspecified)	2	-35	38	-35
c1ccc(COc2ccc(OCCCCN3CCCCC3)cc2)cc1	11	18	-6	18
COC(=O)NC(=C(Cl)Cl)S(=O)(=O)c1ccccc1	-4	-38	35	-38
COCCN(C(=O)CCC(=O)Nc1ccccn1)C(C(=O)NCCC(C)C)c1ccc(OC)cc1 (stereo unspecified)	1	4	10	4
Cc1cc(C)c2cc(CN(CCO)Cc3nnnn3Cc3ccccc3)c(=O)[nH]c2c1	/	/	18	/
Next compounds follow.
SMILES	Yeast tox	Yeast tox inhibition %	eIF2B yeast act	eIF2B yeast act mutant toxicity
CCCN1C(=O)SC(CC(=O)Nc2ccccc2C)C1=O (stereo unspecified)	-5	3	/	/
CCC(C)[C@H](NC(=O)NCCCN1CCOCC1)C(=O)OC (stereo partly specified)	-13	14	11	14
CCCC(=O)Nc1cccc(NC(=O)c2ccc3c(c2)OCCO3)c1	20	12	21	12
CS(=O)(=O)N(Cc1ccccc1)c1ccccn1	-6	16	6	16
O=C(c1ccccc1-c1nc(-c2ccc(F)cc2)no1)N1CCCC1	7	-7	0	-7
CCOC(=O)C1=C(C)NC2=C(C(=O)C(C(=O)OC)C(C)C2)C1c1ccc(OC)c(O)c1 (stereo unspecified)	13	13	10	13
COc1ccc(OCc2ccc(-c3nc4ccccc4c(=O)n3N)o2)cc1	8	20	22	20
O=C(C1=C(O)C(=O)N(CCOCCO)C1c1cccs1)c1cccs1 (stereo unspecified)	-15	5	-35	5
CCCC(=O)Nc1nc2ccc(NC(=O)c3ccc(Br)o3)cc2s1	-22	-4	14	-4
CCN1C(=O)/C(=C\N(C)C)c2ccccc21	14	4	18	4
CC(C)(C)c1ccc(OCCn2ccccc2=O)cc1	-3	4	-18	4
O=C(Nc1nnc(SCc2c(Cl)cccc2Cl)s1)C1CCCO1 (stereo unspecified)	9	15	/	/
COc1cc(S(=O)(=O)n2c(C)nc3ccccc32)ccc1F	4	-16	24	-16
Nc1ccc(-c2nc3c(Cl)c(N)ccc3[nH]2)cc1	-30	-5	-41	-5
Cn1c(SCC(=O)NC2CCCCC2)nnc1-c1cccc(N)c1	/	/	27	/
O=C(NC1CCCC1)C1CCN(S(=O)(=O)N2CCCCC2)CC1	25	-14	25	-14
Cc1ccccc1NC1=NC(C)(C)N=C(N)N1	2	29	20	29
CCOC(=O)N1CCN(CC(=O)Nc2cccc(Br)c2)CC1	1	23	/	/
CCC(C)(C)n1nnnc1C(c1cccs1)N1CCc2ccccc21 (stereo unspecified)	-20	-7	-5	-7
CCCn1nnc(NC(=O)c2cccc(OCc3ccccc3)c2)n1	15	23	/	/
O=C(Nc1ccc(Cl)cn1)c1cnn2cccnc12	-5	0	21	/
CC12CC(NC(=O)N1CCc1ccccc1)c1ccccc1O2 (stereo unspecified)	8	4	-25	4
CC(NC(=O)C1CCC1)c1ccc(Cl)cc1 (stereo unspecified)	-15	4	5	4
CCOC(=O)N1CCN(C(=O)c2ccc(OC)c(OC)c2)CC1	1	2	-1	2
CC(C)c1ccc(CC(C)C2C3=C(CCCC3=O)OC3=C2C(=O)CCC3)cc1 (stereo unspecified)	-8	16	25	16
CCOc1ccc(N(C(C)=O)c2nc(C)cc(C)c2C#N)cc1	22	4	16	4
C=CCn1cc(-c2ccccc2)cc(C#N)c1=O	9	12	19	12
C/C(=N\NC(=O)c1nc(C)cc(C)n1)c1ccccc1	15	24	26	24

Only part of the results is shown, so the mix of outcomes need not match the whole.
